# hIAP block – blocks human intestinal alkaline phosphatase. P09923. purified IAP, CDP-Star luminescence, 30 min. inhibition, % at 10 µM. 330,000 tested, 0.12% active. AID 2544;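 active = inhibition reaching a set limit with compound at 10 µM in the primary screen, cut at about 35% in these data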;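 also: plate controls were DMSO wells with enzyme for no effect and no-enzyme buffer wells for full effect; values of inactives mirror those of a sister screen read the other way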
# mIAP inh – blocks mouse intestinal alkaline phosphatase. purified mouse IAP, CDP-Star luminescence, 30 min. 330,000 tested, 0.2% active. inhibition, % at 10 µM;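 active = inhibition of at least 40% at 10 µM in the primary screen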;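 also: plate controls were DMSO with enzyme for no effect and no enzyme wells for full effect; values of inactives mirror those of a sister screen read the other way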
# mIAP activ – increases mouse intestinal alkaline phosphatase activity; muIAP, CDP-Star luminescence, 30 min; hits give high values; 1 = vehicle-only enzyme signal, 0 = enzyme-free wells; activation factor at 10 µM; 330,000 tested, 0.24% active;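 active = activation factor of at least 2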; also: the source names both 10 and 20 µM as test concentration; values of inactives mirror those of a sister screen read the other way
#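 also added = chemiluminescent substrate CDP-Star | test system = mouse IAP enzyme | signal = chemiluminescence readout | compound = DMSO-dissolved test compounds | incubation = 30 min at room temperature | benchmarks = DMSO wells, no-enzyme wells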
# TIM10 inh – TIM10 yeast growth inhibition; S. cerevisiae TIM10 strain growth, BacTiter-Glo luminescence, 24 h; inhibition, % at 10 µM; 330,000 tested, 1.4% active;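 active = inhibition of 40% or more at the single tested concentration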;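 also: wild-type TIM10 isogenic control strain grown at permissive 25 °C; 0% = DMSO yeast wells and 100% = minimal medium wells without yeast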
# tim10-1 inh – tim10-1 yeast growth inhibition | AID 463190 | S. cerevisiae tim10-1 ts strain growth, BacTiter-Glo, 24 h | inhibition, % at 20 µM | 330,000 tested, 2.2% active;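 active = inhibition of at least 40%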;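 also: mutant grown at 25 °C; 0% = DMSO wells with yeast and 100% = wells holding no yeast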
# APOBEC3G inh – inhibitors of human APOBEC3G DNA deaminase; recombinant A3G, ssDNA deamination FAM/TAMRA fluorescence; inhibition, % at 20 µM; Q9HC16; 330,000 tested, 0.28% active; AID 493012;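 active = inhibition of at least 40% at 20 µM, with no more than 30% in the related APOBEC3A deaminase screen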;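 also: plate controls were DMSO wells with A3G for no effect and wells lacking A3G enzyme for full effect; some compounds called inactive have numbers as strong as hits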
# Target sequence (Q9HC16 whole entry, looked up): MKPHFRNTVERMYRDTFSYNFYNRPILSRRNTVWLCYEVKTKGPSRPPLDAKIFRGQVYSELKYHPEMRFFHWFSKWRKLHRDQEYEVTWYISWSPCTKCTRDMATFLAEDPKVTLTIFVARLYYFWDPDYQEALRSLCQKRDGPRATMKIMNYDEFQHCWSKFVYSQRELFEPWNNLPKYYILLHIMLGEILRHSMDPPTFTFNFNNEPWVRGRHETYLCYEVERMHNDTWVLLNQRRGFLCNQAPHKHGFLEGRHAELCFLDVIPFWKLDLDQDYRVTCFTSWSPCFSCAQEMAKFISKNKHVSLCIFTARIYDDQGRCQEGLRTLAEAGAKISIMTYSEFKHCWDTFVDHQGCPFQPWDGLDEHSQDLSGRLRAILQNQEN
# APOBEC3A inh – blocks human APOBEC3A ssDNA deamination; inhibition, % at 20 µM; P31941; 330,000 tested, 0.41% active; recombinant A3A, FAM/TAMRA ssDNA deamination fluorescence; AID 493011;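 active = at least 40% inhibition at 20 µM here, with at most 30% in a related deaminase screen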;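 also: plate controls were A3A with DMSO for no effect and wells lacking A3A enzyme for full effect; some results filed as inactive read as strong as hits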
# Target sequence (P31941 whole entry, looked up): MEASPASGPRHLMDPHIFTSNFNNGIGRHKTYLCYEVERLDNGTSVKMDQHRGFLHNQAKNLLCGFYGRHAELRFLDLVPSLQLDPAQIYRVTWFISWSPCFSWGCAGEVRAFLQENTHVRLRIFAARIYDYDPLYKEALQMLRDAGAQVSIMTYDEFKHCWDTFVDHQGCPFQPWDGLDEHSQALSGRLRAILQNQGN
# NLRP3 yeast inh – inhibitors of NALP3 inflammasome in yeast. 330,000 tested, 0.39% active. inhibition, % at 10 µM. Yeast reconstituted NLRP3/ASC/caspase-1, beta-gal luminescence, 24 h;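 active = inhibition of 50% or more; inactive = inhibition below 50%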;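 also: plate controls were induced DMSO wells for no effect and uninduced yeast grown without galactose for full effect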
# beta cell repl – MIN6 beta-cell proliferation induction. 330,000 tested, 0.29% active. proliferation, % at 10 µM. MIN6 cells proliferation, ATPlite luminescence, 48 h; cells starved in 0.2% serum; 100% = growth in 10% serum;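 active = compounds whose signal lies at least 3.5 SD above the mean of all wells on their plate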;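 also: 0% = DMSO-treated cells in low-serum medium and 100% = 10% serum control; some compounds called inactive have numbers as strong as hits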
# Active calls of the source: *.
SMILES	hIAP block	mIAP inh	mIAP activ	TIM10 inh	tim10-1 inh	APOBEC3G inh	APOBEC3A inh	NLRP3 yeast inh	beta cell repl
CCCCOc1ccc(S(N)(=O)=O)cc1	15	7	0.93	11	4	-4	-5	11	-1
CCOC(=O)c1cc(-c2csc(COc3ccccc3Cl)n2)on1	11	10	0.9	0	-7	-3	-2	24	-4
CCN(CC)S(=O)(=O)c1ccc(C(=O)Nc2ccc3c(c2)OCCO3)cc1	-12	-2	1	18	36	-2	2	2	-1
CC1CN(c2ccccc2)CCN1Cc1nc(Cc2ccccc2)no1 (stereo not given)	0	3	0.97	23	24	-1	-3	11	-3
Cc1ccccc1OCC(=O)N/N=C/c1ccco1	7	11	0.89	5	-12	0	-1	-2	2
Cc1csc2nc(CNS(=O)(=O)c3ccc4c(c3)CCCC4)cn12	0	-2	1	3	14	6	4	13	3
Cc1ccc(C)n1-c1ncn[nH]1	-6	-12	1.1	6	9	-5	-7	6	-1
CCOC(=O)CNC(=O)C1Cc2ccccc2CN1S(=O)(=O)c1cccs1 (stereo not given)	7	-2	1	7	13	-5	0	14	7
O=C(O)CCN1C(=O)c2ccc(NC(=O)Cc3ccc(Cl)cc3)cc2C1=O	8	-14	1.1	-12	-3	-4	8	17	-2
CC(CN(C)Cc1nc(Cc2cccc(C(F)(F)F)c2)no1)CN1CCCC1 (stereo not given)	-15	-4	1	-4	23	-1	9	7	-1
COc1ccccc1NC(=O)Cc1nnc(SCC(=O)NC2CCCCC2C)n1C (stereo not given)	-15	4	0.96	-1	9	-6	1	11	0
Cc1cc(C)n(CC(=O)NCc2ccccc2)c(=O)c1C#N	-6	3	0.97	-8	-1	-8	0	17	6.0*
CCN1CCc2c(sc(NC(=O)C3CCCCC3)c2C(=O)OC)C1	-8	-16	1.2	1	15	-13	-10	28	-4
O=C(CSc1nc2ncccc2[nH]1)Nc1c(F)cc(F)cc1Br	-53	25	0.75	-2	14	-8	-5	11	0
Cc1cc(N)n2nc(-c3ccc(C(C)(C)C)cc3)cc2n1	-9	-8	1.1	45*	57*	-8	1	25	-4
CC(=O)c1c(C)c2c(n1CCN(C)C)CCCC2	-14	-6	1.1	-7	13	0	-2	8	-1
COc1ccc(S(=O)(=O)NCCSCc2ccccc2C)cc1Br	16	0	1	29	26	-13	-5	3	-5
Cc1ccc(C(=O)COC(=O)CNS(=O)(=O)c2ccccc2)cc1[N+](=O)[O-]	-7	-4	1	-8	-6	-1	0	18	0
CCCC(=O)Nc1cccc(Oc2ccc3c(c2)C(=O)NC3=O)c1	-9	7	0.93	16	18	-2	-4	10	-3
Cc1ccc(CN2CCN(Cc3ccccc3)C(CCO)C2)s1 (stereo not given)	16	3	0.97	6	11	-5	3	5	1
CCc1nn(CC(=O)N2CCC(C(N)=O)CC2)c(=O)c2cc3occc3n12	-14	-6	1.1	-1	2	-1	0	5	-2
CN(CC(=O)Nc1ccccc1Cl)C(=O)COC(=O)/C=C/c1cccc(C(F)(F)F)c1	18	13	0.87	5	8	-5	-2	7	3
CCN(CC)CCn1c(=N)n(CC(O)COc2ccccc2)c2ccccc21 (stereo not given)	-27	-4	1	-29	-16	-5	-4	-2	-5
O=C(O)c1nccnc1C(=O)Nc1ccc(Cl)cc1Cl	-30	8	0.92	3	12	-10	-1	26	-3
CSCC[C@H](NC(=O)c1cccc(S(=O)(=O)N2CCCCCC2)c1)c1nc2ccccc2[nH]1	-19	-16	1.2	-6	-6	-6	0	17	-4

# Just APOBEC3A inh, NLRP3 yeast inh and mIAP inh, for four of the compounds above:
Molecule | APOBEC3A inh | NLRP3 yeast inh | mIAP inh
O=C(CSc1nc2ncccc2[nH]1)Nc1c(F)cc(F)cc1Br | -5 | 11 | 25
Cc1cc(N)n2nc(-c3ccc(C(C)(C)C)cc3)cc2n1 | 1 | 25 | -8
CC(=O)c1c(C)c2c(n1CCN(C)C)CCCC2 | -2 | 8 | -6
COc1ccc(S(=O)(=O)NCCSCc2ccccc2C)cc1Br | -5 | 3 | 0

# Carrying on:
SMILES	hIAP block	mIAP inh	mIAP activ	TIM10 inh	tim10-1 inh	APOBEC3G inh	APOBEC3A inh	NLRP3 yeast inh	beta cell repl
CC(C)N1CC(C(=O)O)CC1=O (stereo not given)	-26	-12	1.1	-9	8	-2	-9	2	-2
COc1ccc(N2CCOCC2)c(NC(=O)c2cccnc2)c1	-1	0	1	11	11	-2	1	14	0
CCCc1nc2sc3c(SCC(=O)NCc4ccco4)ncnc3c2c2c1CCC2	2	15	0.85	11	13	26	54*	5	2
Cc1nn(C)cc1CNC(=O)C1C2CCC(C2)C1C(=O)O (stereo not given)	-8	-4	1	-10	-5	-4	1	7	0
COc1ccccc1NC(=O)Oc1ccc(C(C)=O)cc1	-2	12	0.88	6	16	-1	1	10	-3
CCCC[C@@H]1CNCCN1CCCc1cc(OC)c(OC)c(OC)c1	12	-42	1.4	1	-1	-1	0	19	-6
O=C(CSc1nc2ccc(N3CCOCC3)cc2c(=O)n1CCc1ccccc1)NCC1CCCO1 (stereo not given)	13	16	0.84	21	34	-9	-2	11	-3
CN(c1ccc(OCC(=O)OCC(=O)Nc2ccccc2F)cc1)S(=O)(=O)c1cccs1	11	-4	1	17	8	-5	0	14	0
NS(=O)(=O)c1ccc(NC(=O)c2ccc3nccnc3c2)cc1	-12	-4	1	16	4	-3	0	9	-2
O=C(O)C1CCN(S(=O)(=O)/C=C/c2ccccc2)CC1	-7	-6	1.1	6	-8	-1	-4	10	0
NCCOc1ccccc1Cc1ccccc1	4	-3	1	4	0	-6	-4	39	0
COC1=C/C(=C/c2c(N)n3nc(CC(=O)N4CCOCC4)sc3nc2=O)C=CC1=O	12	14	0.86	4	8	7	9	-29	-2
CCOC(=O)c1cnc2c(C(F)(F)F)cccc2c1N1CCOCC1	1	-12	1.1	-2	11	-3	-2	13	-2
COc1ccc(C(C)=O)cc1CSc1nc2ccccc2c(=O)n1-c1cccc(C)c1	10	27	0.73	2	23	2	1	7	0
Cc1c(C(=O)NC(=S)NCC(C)C)oc2ccccc12	-3	6	0.94	5	7	-7	-3	-8	0
COC(=O)c1ccc(-n2c(C)cc(-c3csc(NC(=O)c4ccc(S(=O)(=O)N(C)C)cc4)n3)c2C)cc1	4	25	0.75	19	8	-5	-4	6	0
COC(=O)c1c(C)[nH]c(C(=O)/C=C/c2ccccc2)c1C	5	2	0.98	7	10	-12	-3	34	0
CC(C(=O)NC1CCCC1)N(C(=O)Cn1nnc(-c2ccc(F)cc2)n1)c1ccccc1F (stereo not given)	2	-5	1.1	13	33	4	-5	-4	1
Cc1cc(C)c(S(=O)(=O)c2cccc(C)c2C)c(=O)[nH]1	-4	-4	1	-3	19	-5	-2	7	-1
COc1ccc(NC(=O)NC2(C)CCS(=O)(=O)C2)cc1 (stereo not given)	-2	-8	1.1	-9	-10	-11	-3	16	-3
CCS(=O)(=O)c1ccc2c(c1)N(S(C)(=O)=O)CC(C(=O)NCCOC)O2 (stereo not given)	-11	-3	1	-18	12	-5	-1	-6	-3
O=C(NNC(=O)c1cc2cc3ccccc3nc2s1)c1cccc(Cl)c1	-3	9	0.91	-1	1	6	8	19	-1
Cc1ccc(C(=O)OCc2cn(-c3ccccc3)nn2)cc1	7	6	0.94	7	0	-7	-4	38	1
Nc1ccc(C(=O)NC23CC4CC(CC(C4)C2)C3)cc1	-4	12	0.88	14	7	-4	-2	17	-2
COC(=O)c1sccc1-n1cccc1C(=O)C(=O)Nc1ccc(F)cc1	6	-5	1	4	1	-9	-8	20	2
Cc1ccc(C(=O)NC(N(C)C)C(Cl)(Cl)Cl)cc1 (stereo not given)	-1	4	0.96	-1	5	-2	0	-25	-1
CC(=O)C[C@H](O)CC(=O)[C@H]1OC(=O)CCCCCc2ccccc21	4	-2	1	-3	3	-6	31	11	-1
CC(O)COc1ccc(/C(=N/O)c2ccccc2)cc1 (stereo not given)	19	4	0.95	11	15	-5	0	3	-1
Cc1cccc(C)c1NC(=O)CN(C)C(=O)CC1CC2CCC1C2 (stereo not given)	7	-15	1.1	11	15	6	6	11	-2
COc1ccc(C(=O)COC(=O)CCn2nnc(-c3cccc(O)c3OC)n2)cc1	-15	2	0.98	-3	-1	-8	1	3	-1
CC(C)(C)OC(=O)CNC(=O)c1[nH]cnc1C(=O)Nc1ccc(Cl)cc1	-80	3	0.97	26	0	-8	7	47	-7
NC(N)=NN=C1CCC(c2ccccc2)CC1 (stereo not given)	6	-13	1.1	-1	-14	-5	1	14	-2
Cc1ccc(S(=O)(=O)NN2C(=O)c3ccccc3NC2c2ccccc2O)cc1 (stereo not given)	-5	-1	1	-5	9	5	30	8	-3
CC1(C)Cc2c(C#N)c(SCC(=O)c3ccccc3)nc(N3CCOCC3)c2CO1	7	3	0.97	4	14	-11	-5	10	0
CSC1=NCCN1C(=O)Cc1ccc(Cl)cc1	-3	9	0.91	6	2	2	4	9	-4
CN1C(=O)/C(=C/c2ccccc2OCc2cccc(F)c2)NC1=S	9	7	0.93	15	4	-9	-5	19	2
CCOCCCNC(=O)CN1C(=O)COc2ccc(S(=O)(=O)N3CCCCCC3)cc21	6	-6	1.1	7	-3	7	4	2	1
CC(=O)Oc1c(-c2ccc(Br)o2)oc2ccccc2c1=O	14	5	0.95	73*	53*	-10	-3	34	-4
CSc1nc(N)nc2c1ncn2CC(=O)NCC1CCCO1 (stereo not given)	2	6	0.94	3	-8	-8	-5	3	1
C/C(=N/NC(=O)c1ccc2c(c1)OCO2)c1cccc([N+](=O)[O-])c1	-7	-2	1	-5	-5	-1	2	16	-5
CCCc1c(C(=O)Nc2ccc(OC)cc2)cnn1-c1ccccc1	-4	-7	1.1	-9	10	15	1	34	-1
Cc1c(F)cccc1NC(=O)CCCCCC1NC(=O)NC1C (stereo not given)	-18	-19	1.2	-9	5	-15	-3	-7	1
CCOc1ccc(NC(=O)Nc2cccn(Cc3ccccc3)c2=O)cc1	7	-4	1	0	19	-16	0	18	-2
C(=N\Nc1nc2ccccc2[nH]1)/c1ccc2c(c1)OCCO2	-10	7	0.93	14	-7	1	-1	20	-4
COCc1nnc(NC(C)=O)s1	11	-3	1	-7	-9	3	1	10	-1
C[C@H](NC(=O)c1nc[nH]c1C(=O)NC1CCNCC1)C(=O)OC(C)(C)C	-29	10	0.9	-6	-10	-9	0	14	-3
Cc1ccc(-n2c(=O)c3sccc3n(Cc3cc(=O)n4ccccc4n3)c2=O)cc1	0	7	0.93	10	8	-7	-2	5	0
O=C(O)c1ccc(/C=N/NC(=O)c2ccc(Br)cc2)cc1	-3	-1	1	-2	-2	-1	0	24	0
O=C(Nc1ccccc1F)c1ccncc1	-7	-4	1	-16	6	-3	-2	-1	1
Cc1sc2nc(SCC(=O)NCCO)n(-c3ccccc3)c(=O)c2c1C	-10	5	0.95	4	-5	-9	-2	9	-3
Cn1nnnc1SCC(=O)Nc1ccccc1Br	9	8	0.93	7	-3	-4	1	1	6
C=CCn1c(SCC(=O)c2cc(C)n(C(C)COC)c2C)nc2sc(C)c(C)c2c1=O (stereo not given)	10	-8	1.1	-13	6	-2	-1	7	-5
